Screening data from PubChem BioAssay.
Lipid droplet: hepatic lipid droplet formation modulation; 240,000 compounds, 0.4% hits; AML12 mouse hepatocytes, oleate lipid droplets, BODIPY imaging; inhibition, % at 6.5 µM;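 active = lipid droplet intensity inhibited by at least 50%, with more than 500 cells counted; inconclusive = wells with under 300 cells, treated as cytotoxic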
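Material – AML12 mouse liver cells · Also added – oleate loading, 100 µM · Compound dosing – 6.5 µM single-point dosing · Times – overnight treatment with compound plus oleate · Measured by – fluorescence imaging, 20x objective, two fields per well · Read-out – percent inhibition of filter-corrected integrated lipid droplet intensity per well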
WT yeast gro inh: growth inhibition of WT yeast, mitochondrial fusion screen. mitochondrial fusion phenotypic screen, WT strain. inhibition, % at 10 µM. 190,000 compounds, 2.1% hits; in the data active = inhibition above about 58%; tested in S. cerevisiae
P. falciparum M1AAP: malaria alanyl aminopeptidase activity blockers – biochemical, fluorogenic H-Leu-NHMec substrate, 1536-well (AID 1445) | recombinant M1AAP, H-Leu-NHMec fluorogenic kinetic assay; higher % means a stronger effect | one-dose inhibition, % at 30 µM; IC50 in µM for titrated hits | 220,000 compounds, 0.42% hits;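 active = primary inhibition above the hit cutoff, then over 50% inhibition at one or more dose response concentrations, cut at about 23% in these data, passing the limit was not always enough; inconclusive = conflicting primary data, or primary hits not chosen for dose response; inactive = low primary inhibition, or under 50% at every dose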;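 note: plate controls were DMSO full reaction for no effect and no enzyme background for full effect; strong numbers were not always called active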
K1F lysis inhibition: inhibition of K1F phage lysis, E. coli UTI89, bacterial capsule biogenesis inhibitors, alamar blue (AID 488966) | 340,000 compounds, 0.02% hits | E. coli UTI89 K1F phage lysis, alamar blue, 2 h; higher % means a stronger effect | one-dose inhibition, % at 100 µM; IC50 in µM for titrated hits;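 active = phage lysis inhibition, versus mean bacterial control, above a set limit; inconclusive = no clear call, values can overlap the other calls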;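 note: capsule biogenesis inhibitors block K1F phage lysis so surviving cells raise fluorescence; higher fluorescence means more inhibition of phage lysis; actives were called in the ten point dose series up to 300 µM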
human PMI inhibition: MPI enzyme activity inhibition – biochemical, fluorescence intensity, coupled assay, primary screen (AID 1209); purified PMI enzyme, coupled fluorescence intensity; higher % means a stronger effect; one-dose inhibition, % at 20 µM; IC50 in µM for titrated hits; 190,000 compounds, 0.42% hits;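 note: plate controls were DMSO vehicle for no effect and wells lacking substrate for full effect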
Myeloid diff 2: myeloid differentiation induction. ER-HoxA9 myeloid progenitors, lysozyme-GFP differentiation, flow cytometry. calls only at 10 µM. 360,000 compounds, 1% hits;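 active = normalized GFP-positive differentiation at or above the plate's own cutoff, the solvent-only control mean plus 3 SD; inconclusive = no clear call, values can overlap the other calls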;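 note: cells exposed to compound for four days before flow analysis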
ER stress rescue: rescue of cells from ER stress-induced death, primary screen, 384-well, CSM14.1, thapsigargin, ATP luminescence (AID 1222); one-dose cellular ATP content (survival), % at 20 µM; EC50 in µM for titrated hits; CSM14.1 thapsigargin-induced death rescue, ATP luminescence; higher % means a stronger effect; 190,000 tested, under 10 active;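 active = EC50 below 50 µM in the dose-response confirmation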;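 note: death triggered by thapsigargin at about 15 µM added after 2 h compound pretreatment; cell ATP read after overnight thapsigargin exposure of roughly 18 to 22 hours; normalized against plate controls of thapsigargin alone and 5% DMSO vehicle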
human PMI inhibitors: MPI inhibition at elevated mannose 6-phosphate – biochemical, fluorescence intensity, high mannose 6-phosphate, primary screen (AID 1220) | recombinant PMI enzyme, coupled fluorescence intensity; higher % means a stronger effect | inhibition, % at 20 µM, or IC50 in µM where a hit was titrated | 190,000 compounds, 0.66% hits
TNAP activators: stimulation of alkaline phosphatase TNAP activity – biochemical, luminescent, no phosphate acceptor, uHTS, primary screen (AID 1001). purified TNAP, luminescent activation assay, no phosphate acceptor; higher activation fold means a stronger effect. activation fold at 20 µM; hits with a dose series show EC50 in µM. 200,000 compounds, 0.03% hits; in the data active = activation fold from about 3, or a potency from the dose series; inactive = the rest, 99 in 100 with activation fold below about 1.6; note: many of its hits are not listed in these tables
WT yeast gro inh mutant strain: recorded beside WT yeast gro inh, whose call it bears; inhibition, %; mitochondrial fusion phenotypic screen, mutant strain inhibition
Lipid droplet cells 6.5 µM: second read-out of Lipid droplet, no call of its own (marks repeat the call); cell count; measured here: cell count, cytotoxicity flag;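 cells counted across two imaged fields per well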
Myeloid diff 2 GFP+ MAC1+ %: recorded beside Myeloid diff 2, whose call it bears; GFP+ MAC1+ double positive, %; measured here: differentiation confirmed by MAC1 staining
An asterisk follows results filed as active; i = inactive; u = inconclusive; x = not tested or not shown; [ ] = dose if it differs, or a comment. Cut-off read from the data, not from the text of the source, unless noted: active = inhibition above about 50%; inactive = the rest.

item	compound	ER stress rescue	P. falciparum M1AAP	WT yeast gro inh mutant strain	TNAP activators	Lipid droplet cells 6.5 µM	human PMI inhibitors	human PMI inhibition	K1F lysis inhibition	Lipid droplet	WT yeast gro inh	Myeloid diff 2	Myeloid diff 2 GFP+ MAC1+ %
1	Cc1cc(C)c(-c2c(O)c3c(n(C)c2=O)CC(C)(C)CC3=O)c(C)c1	-0.8%	2%	-11	1.1	715	5%	-2%	1.0%[50 µM]	0	4	i	0.3
2	O=c1c2[nH]c3ccccc3c2ncn1Cc1cccnc1	-3.8%	-1%	7	1.1	x	-5%	6%	0.1%	x	9	i	1.1
3	COc1ccccc1NC(=O)C1C2C=CC3(CN(Cc4cccnc4)C(=O)C13)O2 (stereo unspecified)	-0.2%	-3%	-1	1.1	x	-6%	-4%	-1.2%	x	9	i	2.9
4	O=C(Cc1cccs1)Nc1cccc([N+](=O)[O-])c1	0.0%	-6%	9	1.1	645	-9%	-32%	0.3%	8	2	i	0.7
5	Cc1occc1-c1nnc(SCC(=O)N2CC(=O)Nc3ccccc32)n1CC(C)C	-1.7%	-4%	0	1.1	742	-6%	0%	4.8%	3	-1	i	1.1
6	COc1ccc(CNC(=O)CNC(=O)c2c(C)nn(C)c2Cl)cc1	-1.7%	7%	-7	1	722	-5%	-9%	1.8%	-33	-2	i	0.1
7	COc1ccccc1NC(=O)COc1ccc(/C=N/NC(=O)CSCc2cc(C)cc(C)c2)cc1	1.0%	7%	-9	1.1	736	-7%	-3%	5.6%	9	14	i	1.8
8	COc1ccc2c(c1OC)C(=O)NC(C)=C(C(=O)OC(C)(C)C)C2O (stereo unspecified)	0.2%	5%	-29	1	747	4%	3%	0.0%	4	-14	i	0.5
9	CC(C)N(C(=O)CSc1nnnn1-c1ccc2c(c1)OCO2)C(C)C	2.0%	-1%	5	1.1	692	2%	11%	x	1	-4	i	0.5
10	CCOC(=O)C(C)On1c(SC(C)C(=O)OCC)nc2ccccc2c1=O (stereo unspecified)	1.5%	4%	-14	1.2	727	-7%	-8%	0.2%	-2	-2	i	1.0
11	CCN1C(=O)c2c(C)nc3ccccc3c2C1=O	2.2%	0%	12	1.1	751	0%	10%	-0.7%	10	11	i	1.1
12	O=C(C[n+]1cc(-c2ccc(Cl)c(Cl)c2)n2c1CCC2)OCc1ccccc1	-3.2%	1%	18	1.2	662	-12%	-2%	2.7%	6	-3	i	0.1
13	COc1cccc(OC)c1C(=O)Nc1ccccc1N1CCCC1	1.6%	15%	-3	1.1	819	12%	18%	6.5%	0	-2	i	0.6
14	O=C(CSc1nnc(-c2ccncc2)n1Cc1ccccc1)NC1CCCCC1	x	-3%	x	x	717	x	x	0.3%	-3	x	i	0.5
15	CCOCC(=O)Nc1nnc(COc2ccc(Cl)cc2)s1	-2.7%	5%	-2	0.9	x	34%	49%	-0.3%	x	16	i	0.4
16	Cc1ccc2c(c1)c(C)cc(=O)n2CCC(=O)O	1.7%	-5%	-13	1.1	x	10%	10%	1.1%	x	-20	i	2.5
17	CCNC(=O)COC(=O)C1C(C(=O)OCC)=C(C)NC(C)=C1C(=O)OCC	-0.6%	3%	-22	1.1	736	3%	6%	0.3%	-2	-42	i	0.3
18	Cc1ccc(Sc2cc(NCCCO)c([N+](=O)[O-])c3nonc23)cc1	x	-2%	x	x	606	x	x	0.1%	18	x	i	0.9
19	COc1ccc(NC(=O)c2c(Cl)nc3ccccn23)cc1	-0.9%	-3%	9	1.1	652	-5%	-12%	0.2%	10	-6	i	0.1
20	O=C(C1=C[C@H](c2csc3ccccc23)C[C@H](OCCCCO)O1)N1CCN(Cc2ccccc2)CC1	-1.1%	7%	2	1	705	23%	6%	-0.2%	11	19	i	0.9
21	c1ccc(CSc2nc3ncncc3[nH]2)cc1	x	3%	x	x	738	x	x	0.5%	-17	x	i	0.3
22	O=C(N[C@@H](Cc1ccccc1)C(=O)O)c1ccncc1	-1.5%	0%	6	1.1	690	-17%	-13%	1.1%	4	4	i	1.2
23	O=C(Nc1ccc(Cl)cc1)c1cccc(N2C(=O)C3C4CCC(C4)C3C2=O)c1 (stereo unspecified)	-0.4%	1%	-1	1.1	689	2%	-1%	0.3%	-14	-9	i	1.0
24	COc1cc(C(=O)Nc2cc(Cl)ccc2C)c(-n2cnnn2)cc1OC	x	-10%	-3	1.1	660	2%	-2%	0.2%	-18	-9	i	0.5
25	COc1ccc(/C=C/CN2CCN(Cc3ccc(F)cc3)C(CCO)C2)cc1 (stereo unspecified)	-2.4%	x	-18	1.1	765	6%	6%	1.6%[50 µM]	0	-8	i	0.7
26	O=C1CC(N2CCc3ccccc32)C(=O)N1c1ccc(F)cc1 (stereo unspecified)	-1.2%	8%	-4	1.1	682	x	x	-0.1%	0	-4	i	0.1
27	CC(C)(C)c1ccc2c(c1)OC(C(=O)N/N=C\c1ccc(-c3cccc(C(=O)O)c3)o1)CO2 (stereo unspecified)	x	12%	x	x	709	x	x	1.7%[50 µM]	14	x	i	0.7
28	CCCCNC(=O)c1onc(CSc2ccc(C)c(C)c2)c1C(=O)O	-2.4%	4%	-3	1	x	-8%	-12%	-4.0%	x	-11	i	1.0
29	CCOC(=O)CC(NC(=O)c1cccc2c1C(=O)N(Cc1cccnc1)C2)c1ccc(OCC)c(OC)c1 (stereo unspecified)	1.8%	-6%	20	1.2	717	10%	0%	3.5%	-18	11	i	0.4
30	CCCN(CCC)C(=O)Cn1ccc(=N)c2ccccc21	0.0%	5%	14	1	x	-6%	-6%	0.3%	x	27	i	0.9
31	CCc1ccc(-c2c(C)sc(NC(C)=O)c2C(N)=O)cc1	1.2%	1%	81	1.1	x	3%	5%	-0.6%	x	-14	i	0.6
32	COc1ccc(C2C(C(=O)c3cccs3)=C(O)C(=O)N2c2cccc(C)n2)cc1 (stereo unspecified)	x	5%	x	x	671	x	x	-0.8%	2	x	i	0.6
33	Cc1cc(OCCN2CCCC2)cc(C(C)C)c1	-1.9%	1%	3	1.2	657	-15%	-8%	0.9%	8	10	i	0.9
34	COc1ccc(-c2cc(-c3ccco3)[nH]c(=O)c2C#N)cc1	x	18%	x	x	646	x	x	0.2%	-1	x	i	0.5
35	Cc1ccn2cc(-c3ccc4c(c3)NC(=O)CO4)nc2c1	-2.0%	9%	-2	1	712	-3%	-19%	0.0%	-11	-5	i	0.3
36	O=C(Nc1ccccc1)Nc1cc(S(=O)(=O)N2CCOCC2)ccc1N1CCCC1	0.0%	3%	-10	1.9	689	-2%	9%	2.2%	-7	-10	i	1.0
37	CC(C)CNC(=S)Nc1ccc(F)cc1	-7.6%	14%	9	1.1	646	-6%	-5%	2.4%	-18	-9	i	0.3
38	COc1ccc(-c2nc(NC(=O)c3[nH]c(C)c(C(C)=O)c3C)sc2C)cc1	0.2%	2%	17	1.1	769	14%	14%	-0.3%	8	47	i	0.6
39	Cc1onc(-c2ccccc2)c1C(=O)N/N=C/C(Br)=C/c1ccccc1	-3.5%	-3%	52*	1	668	18%	18%	-1.4%[50 µM]	-25	82*	u	x
40	CCOC(=O)C/C(C)=N/NC(=O)COc1ccccc1C	6.7%	-3%	7	1.1	652	0%	5%	0.1%	18	-6	i	0.6
41	CC1CCCN(c2nc3c(c(=O)[nH]c(=O)n3C)n2CCSc2ncccn2)C1 (stereo unspecified)	2.3%	2%	5	1.1	669	1%	3%	x	-7	-9	x	x
42	COc1cc(-c2nnn(CC(=O)N3CCOCC3)n2)cc(OC)c1OC	-0.6%	2%	-8	1.1	x	-5%	-1%	-0.5%	x	-14	i	1.9
43	O=C(CN(Cc1ccccc1Cl)C(=O)c1ccc(CN2CCOCC2)o1)NCC1CCCO1 (stereo unspecified)	7.0%	5%	10	1.1	x	2%	-9%	0.4%	x	13	i	0.5
44	COCCNC(=O)/C(C#N)=C/c1ccc(-c2ccc(S(=O)(=O)N3CCOCC3)cc2)o1	-1.2%	9%	8	1.1	650	12%	2%	1.9%	6	2	i	0.8
45	CCCC1=C(C(=O)OCC)C(c2ccc(OC)c(CSc3ccccn3)c2)C(C#N)=C(N)O1 (stereo unspecified)	1.6%	5%	19	1	519	20%	26%	-1.8%[50 µM]	-19	14	i	1.1
46	COc1ccc(-c2cnnn2-c2ccc(NC(=O)c3ccco3)cc2)cc1OC	-1.5%	2%	8	1.1	x	-4%	0%	-1.2%	x	15	i	7.5
47	COc1cc(CNC(C)(C)CO)ccc1OCC(=O)NC(C)(C)C	-0.5%	-3%	-9	1.1	x	-5%	-12%	3.5%	x	0	i	0.8
48	Cc1ccc(C(c2nnnn2Cc2ccccc2)N2CCN(Cc3ccccc3)CC2)cc1 (stereo unspecified)	-4.5%	4%	1	1	768	4%	9%	2.0%	-13	13	i	0.6
49	COc1ccc(C2=CSC(/N=C/c3ccc(F)cc3)=NN2)cc1	-0.5%	-2%	32	1.1	x	4%	5%	0.0%	x	27	i	1.5
50	Cc1ccccc1CN(c1ccc(C(=O)Nc2ccccc2C(=O)N2CCCC2)cc1)S(C)(=O)=O	0.2%	6%	8	1	793	-1%	-2%	0.1%	-13	8	i	1.4

New compounds follow:
item	compound	ER stress rescue	P. falciparum M1AAP	WT yeast gro inh mutant strain	TNAP activators	Lipid droplet cells 6.5 µM	human PMI inhibitors	human PMI inhibition	K1F lysis inhibition	Lipid droplet	WT yeast gro inh	Myeloid diff 2	Myeloid diff 2 GFP+ MAC1+ %
51	CS(=O)(=O)N(CC(=O)NCc1ccc2c(c1)OCO2)c1ccc(Cl)cc1	1.5%	2%	29*	1.1	x	3%	1%	-0.3%	x	80*	i	0.2
52	CCOC(=O)Cc1csc(NC(=O)COc2ccccc2)n1	-2.3%	11%	-16	1.1	714	-1%	4%	4.5%	9	-25	i	1.5
53	Cc1cc(S(=O)(=O)NC2CCCCC2)c(C)s1	-2.5%	8%	4	1	x	-10%	-7%	0.0%	x	-9	i	2.3
54	O=C(CSc1ccccc1)Nc1ccccc1C(=O)O	0.3%	6%	13	1.1	787	8%	8%	0.0%	3	0	i	1.1
55	O=C(CCSc1nc(-c2ccco2)cc(C(F)(F)F)n1)NCc1ccccn1	-2.4%	16%	4	1.1	775	-42%	-11%	-0.5%	0	-3	i	1.3
56	CN1CCN(c2ccc([N+](=O)[O-])cc2C(=O)N2CCOCC2)CC1	-0.2%	10%	1	1	x	-2%	-6%	5.1%	x	-1	i	0.8
